# Source: PubChem BioAssay (National Center for Advancing Translational Sciences (NCATS))
# TDP43 rescue – qHTS of TDP-43 Inhibitors. TDP-43 expressing yeast growth rescue, BacTiter-Glo, 24 h. Potency, µM (highest dose often 46.1 µM), for the others: at the top dose growth rescue (activation), actives largely listed as activators. 410,000 tested, 1.8% active; also: % of control where 0% means no effect; nearly all actives have a fitted effect of over 50% in size
#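 Readout is BacTiter-Glo luminescence of cell growth, so inhibitors register as activators. TDP-43-expressing yeast at OD600=0.02 in galactose medium, after raffinose pregrowth to mid-log, were incubated with compound for 24 hr at 30 deg C.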
# SW480 rereplic – A quantitative high throughput screen for small molecules that induce DNA re-replication in SW480 colon adenocarcinoma cells; SW480 DNA re-replication, Hoechst DNA content imaging, 48 h; Potency, µM (titrated, usually from 46.1 µM), for inactives: at the top dose re-replication activation, usual class: activators; 340,000 tested, 1.8% active; also: % of control where 0% means no effect; nearly all actives have a fitted effect of over 55% in size
#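 DNA re-replication was detected as more nuclei of elevated Hoechst intensity after 48 hr exposure to compound (23 nL pinned per well of 250 cells).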
# KB-V1 cytotox – qHTS assay for MDR1-selective chemotherapeutics: Primary screen using the drug-selected MDR subline cells KB-V1 | KB-V1 MDR cells viability, CellTiter-Glo, 72 h | Potency, µM (top dose mostly 46.1 µM), without a hit: at the highest dose activity change, negative = cytotoxicity, hits mostly cytotoxic | 400,000 tested, 3.4% active | AID 1347076, 2019; also: % is scaled to controls: 0 for no effect and ±100 for the full control effect; nearly all actives have a fitted effect of over 60% in size
#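 Following 72 h at 37 degrees C with compound, KB-V1 cell viability was read by CellTiter-Glo luminescence, medium being phenol-red-free DMEM plus 10% FBS; concentration-response parameters came from normalized, curve-fitted qHTS data.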
# KB-3-1 cytotox – qHTS assay for MDR1-selective chemotherapeutics: Primary screen using the parental adenocarcinoma cell KB-3-1; KB-3-1 viability, CellTiter-Glo ATP luminescence, 72 h; 400,000 tested, 1.4% active; AID 1347075, 2019; Potency, µM (titrated, usually from 46.1 µM), for inactives: at the top dose activity change, negative = cytotoxic, hits mostly cytotoxic; also: % is scaled to controls: 0 for no effect and ±100 for the full control effect; nearly all actives have a fitted effect of over 60% in size
#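 KB-3-1 parental drug-naive adenocarcinoma cells in DMEM/10% FBS, incubated 72 h at 37 C with pin-transferred compounds across a concentration series. Viability by CellTiter-Glo luminescence; concentration-response curves fitted after normalization.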
# HT1080-NT tox – qHTS for induction of synthetic lethality in tumor cells producing 2HG: qHTS for the HT-1080-NT fibrosarcoma cell line | HT-1080-NT fibrosarcoma viability, CellTiter-Glo ATP luminescence, 48 h | Potency, µM (highest dose often 46.1 µM), for inactives: top-dose activity, negative = less viability, most hits filed as cytotoxic | 360,000 tested, 1.6% active;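 also: NT is the 2HG producing partner of a matched IDH1 knockdown line; 0% = DMSO-treated cells and -100% = media-only wells without cells; nearly all actives have a fitted effect of over 55% in size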
#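 Viability by CellTiter-Glo luminescence after 48 h compound exposure at 37C of HT-1080-NT cells (750/well, RPMI, 5% FBS). % activity scaled between DMSO wells and medium-only wells, then curve-fitted and categorized by curve class.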
# GLP-1R agonist – qHTS of GLP-1 Receptor Agonists | AID 624172, 2012 | Glucagon-like peptide 1 receptor (Homo sapiens), P43220 | 380,000 tested, 0.007% active | Potency, µM (titrated, usually from 45.6 µM), for inactives: top-dose activation, usual class: activators | HEK293 GLP-1R CRE-luciferase, luminescence, 4-6 h; cells express a hypersensitive GLP-1R form; also: % of control where 0% means no effect
# Target sequence (P43220 whole entry, looked up): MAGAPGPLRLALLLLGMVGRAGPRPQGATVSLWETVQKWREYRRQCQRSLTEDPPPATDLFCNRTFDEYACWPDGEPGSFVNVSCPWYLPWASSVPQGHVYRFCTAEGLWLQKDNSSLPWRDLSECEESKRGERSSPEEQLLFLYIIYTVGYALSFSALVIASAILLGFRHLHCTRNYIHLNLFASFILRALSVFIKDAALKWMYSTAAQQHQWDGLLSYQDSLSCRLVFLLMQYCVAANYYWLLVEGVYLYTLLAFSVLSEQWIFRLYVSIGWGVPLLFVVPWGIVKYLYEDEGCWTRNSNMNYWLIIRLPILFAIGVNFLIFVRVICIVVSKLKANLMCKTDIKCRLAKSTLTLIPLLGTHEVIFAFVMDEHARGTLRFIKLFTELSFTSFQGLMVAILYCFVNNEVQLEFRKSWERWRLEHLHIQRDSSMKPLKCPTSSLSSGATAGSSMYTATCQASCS
# HT1080 IDH1KD tx – qHTS for induction of synthetic lethality in tumor cells producing 2HG: qHTS for the HT-1080-IDH1KD cell line | Potency, µM (top dose mostly 46.1 µM), for inactives: at the highest dose activity, negative = toxicity, usual class: cytotoxic | AID 686971, 2013 | HT-1080 IDH1 knockdown viability, ATP luminescence, 48 h | 360,000 tested, 2% active;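 also: 0% = DMSO wells and -100% = cell-free medium wells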
#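 Assay cells: HT-1080 with IDH1 knockdown, 750 per well, RPMI/5% FBS. Exposure: 48 h at 37 °C following 2 h pre-incubation. Read: CellTiter-Glo luminescence; fitted concentration-response, curve class assigned.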
# GLP1R cytotox – qHTS of GLP-1 Receptor Inverse Agonists: Cytotox Screen. HEK293 cAMP-luciferase reporter cells, luminescence, 24 h. Potency, µM (titrated, usually from 38.3 µM), for inactives: at the top dose activity change, negative = inhibition, most hits filed as inhibitors. 410,000 tested, 0.13% active;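 also: loss of luciferase light is scored as toxicity; % is scaled to controls: 0 for no effect and ±100 for the full control effect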
#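 Quantitative HTS format, 1536 wells, 200 cells/uL seeded. Compounds: 23 nL, 24 h, 37 °C. Detection: luciferase reagent, luminescence at 12 min RT; decreased signal taken as cytotoxic.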
# GLP-1R inv ag – qHTS of GLP-1 Receptor Inverse Agonists (Inhibition Mode); AID 624417, 2012; Glucagon-like peptide 1 receptor (Homo sapiens), P43220; Potency, µM (top dose mostly 38.3 µM), for the others: at the highest dose activity change, negative = inhibition, hits mostly inhibitors; HEK293 GLP-1R CRE-luciferase, luminescence, 24 h; GLP-1R form is constitutively active; 410,000 tested, 1.6% active; also: % is scaled to controls: 0 for no effect and ±100 for the full control effect; nearly all actives have a fitted effect of over 55% in size
#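 Inverse agonists were sought by their lowering of basal cAMP reporter luciferase output in HEK293 cells stably carrying constitutively active human GLP-1R, after 24 h compound treatment.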
# Numbers without * were called inactive; u = inconclusive; x = no result given; & = joins results of further samples; [ ] = remark or other dose. Calls follow the shape of the dose curve; as a rule, active = well fitted curve in the direction sought with a large enough effect; inconclusive = small, poorly fitted or top-dose-only effect, or another doubt; inactive = no such curve, though single readings can be large; an effect the other way counts as inactive or inconclusive. Potency is read from the fitted curve at half-maximal effect.
SMILES,TDP43 rescue,SW480 rereplic,KB-V1 cytotox,KB-3-1 cytotox,HT1080-NT tox,GLP-1R agonist,HT1080 IDH1KD tx,GLP1R cytotox,GLP-1R inv ag
Cc1cccc(OC(=O)CSc2nnc(-c3cccs3)o2)c1C,17%,x,0%,25%,x,x,x,-6%,7%
Cc1ccc(S(=O)(=O)N(Cc2ccc(C(F)(F)F)cc2)C(=O)N2CCN(C)CC2)cc1,24%,-16%,4%,1%,0%,-6%,5%,-15%,8%
Cc1ccc2nc(-c3cccc(Br)c3)c(Cc3cccc(Cl)c3)n2c1,35µM*,x,-25%,-2%,-20%,3%,-24%,-13%,u
CCOC(=O)N1CCN(C(=O)CCN2C(=O)/C(=C\c3ccccc3OC)SC2=S)CC1,2%,3%,x,x,4%,-3%,12%,-15%,11%
CCOC(=O)CSc1nc(C)cc(Oc2ccc(=O)n(C)n2)n1,-8%,0%,4%,u,-3%,-5%,-3%,-10%,-7%
O=C(NCc1ccccc1F)C1CCCN1C(=O)NC1CCCCC1 (stereo not given),4%,-8%,21µM*,-5%,0%,1%,0%,6%,0%
COc1ccc(NC(=O)N2CCCC2C(=O)NCc2cccs2)cc1 (stereo not given),-3%,-7%,-4%,2%,14%,0%,11%,-7%,3%
COc1ccc(-c2nc3c(C#N)c[nH]n3c2NC2CCCCC2)cc1,15%[9.22 µM],x,-5%,-3%,x,x,x,-27%,-26%
CC(=NCc1ccco1)c1c(C(F)(F)F)[nH]n(-c2nc3ccccc3s2)c1=O,-12%,-18%,9.2µM*,-4%,-28%,-8%,u,-7%,-7%
O=C(C[C@@H]1C/C=C\C[C@H](Cc2ccc(F)cc2)C(=O)OC[C@H]2CCCN2C1=O)NCCO,23%,-2%,0%,0%,7%,0%,8%,-2%,13%
Cc1nc2ccccc2c(N)c1C(=O)/C=C/c1ccccc1,-23%,u,0%,-21%,u,-3%,12µM*,u,10µM*
CCN(CC)Cc1c(CC(C)C)oc(C)c1C(=O)O,-2%,-3%,17%,0%,12%,-12%,-3%,5%,14%
CCOC(=O)c1sc(N=NC2=C(O)CC(C)(C)CC2=O)c(C(=O)OCC)c1C,-24%,-1%,4%,-20%,12%,-3%,24%,2%[0.307 µM],8%[0.307 µM]
CC(C)(C)OC(=O)N[C@@H](CCCCNC(=O)OCc1ccccc1)c1nnc([C@H](CCCCNC(=O)OCc2ccccc2)NC(=O)OC(C)(C)C)o1,-12%,11%,-7%,-24%,2%,-5%,-4%,4%,u
CCN(CC)C(=O)c1sc(NC(=O)Cc2cccs2)c(C#N)c1C,-18%,16%,u,-7%,8%,0%,-13%,-11%,3%
Cc1cc(C)c2c(n1)SCC(=O)N2CC(=O)Nc1cc(F)ccc1F,21%,6%,2%,-5%,8%,-4%,0%,u,1%
CCc1nn(C(C)C(=O)N2CCN(c3ccccc3)CC2)c(=O)c2cc3occc3n12 (stereo not given),u,u,-7%&-4%,u,-4%,3%,-19%,-10%&-10%,u
CCCCNC(=S)N=Nc1c(O)[nH]c2ccccc12,0%,u,-11%,-7%,-4%,9%,u,u,u
CC(C)CN(C(=O)Cn1c(C(F)(F)F)nc2ccccc21)c1c(N)n(Cc2ccccc2)c(=O)[nH]c1=O,19%,0%,8%,2%,11%,3%,6%,-8%,-29%
O=C(NCCN1CCOCC1)c1ccc2c(c1)N(Cc1ccccc1F)C(=O)c1ccccc1S2(=O)=O,6%,-6%,1%,-8%,-4%,-1%,-15%,-3%,4%
N#Cc1cccc(NC(=O)CN2C(=O)NC3(CCCCCC3)C2=O)c1,-9%,-1%,x,x,-4%,5%,3%,0%,-38%
COc1ccc(C(=O)NC(C)Cc2cnccn2)cc1OC1CCN(C(C)C)CC1 (stereo not given),9%,-8%,-1%,-2%,1%,1%,1%,-9%,-2%
O=C(Nc1nncs1)C(Sc1ccccc1)c1ccccc1 (stereo not given),20%,-59%[inhibitor],21µM*,-17%,10%,-20%,19%,-16%,u
O=C(c1cccc(-n2cccc2)c1)N1CCN(S(=O)(=O)c2c(F)cccc2F)CC1,23%,1%,2%,2%,-11%,11%,-5%,5%,u
CCOc1ccccc1NC(=O)C1COc2ccccc2O1 (stereo not given),3%,14%,-21%,-11%,1%,20%,-6%,21%,u
CCOc1ccc(N(CC(=O)Nc2ccc(F)c(F)c2)S(=O)(=O)c2c(C)noc2C)cc1,1%,-7%,-7%,2%,0%,0%,-3%,2%,6%
CCOc1cc(C2NC(=O)NC(C)=C2C(=O)OCc2ccccc2)ccc1O (stereo not given),-11%,-6%,-2%,-2%,0%,2%,12%,-7%,16%
Cc1c(NC(=O)c2ccc(-c3ccc(F)cc3)o2)cccc1-c1nc2ncccc2o1,1%,x,-25%,-4%,x,x,x,4%,17%
COC(=O)c1nn(-c2ccc(OC)cc2)c(=O)cc1Oc1ccccc1,0%,-6%,-16%,-6%,2%,-10%,-3%,15%,6%
CCc1ccc(N(C(=O)c2snc(C(N)=O)c2N)C(C(=O)NCCC(C)C)c2c[nH]c3ccccc23)cc1 (stereo not given),10%,16%,2%,-3%,-26%,-9%,u,23%,23%
Oc1c(Cl)cc(CN2CCOCC2)c2cccnc12,u,u,-33%,u,7.3µM*,-3%,5.8µM*,u,u
COc1ccc(-c2csc(Nc3ncccn3)n2)cc1C,4%,-5%,2%,18%,15%,-1%,12%,-19%,13%
Cc1cc(=O)[nH]c2c1cnn2Cc1ccccc1,0%,-4%,-6%,1%,-5%,-1%,-3%[9.24 µM],-12%,10%
Cc1cccc(NC(=O)CSc2nc3ccccc3nc2N2CC(C)OC(C)C2)c1 (stereo not given),17%,u,-17%,u,5%,0%,-19%,5%,u
CC(C)(C)NC(=O)C(Cc1ccccc1)NS(=O)(=O)c1ccc2c(c1)CCC(=O)N2 (stereo not given),-10%,-10%,0%,-12%,4%,-3%,-1%,3%,3%
Cc1ccc(S(=O)(=O)Cc2ccc(C(=O)N3CCCC3)o2)cc1,22%,-3%,-1%,-8%,-12%,3%,-8%,u,-13%

# A draw from above in order of count of non-hydrogen atoms, low to high.
SMILES,TDP43 rescue,SW480 rereplic,KB-V1 cytotox,KB-3-1 cytotox,HT1080-NT tox,GLP-1R agonist,HT1080 IDH1KD tx,GLP1R cytotox,GLP-1R inv ag
Cc1cc(=O)[nH]c2c1cnn2Cc1ccccc1,0%,-4%,-6%,1%,-5%,-1%,-3%[9.24 µM],-12%,10%
CCOc1ccccc1NC(=O)C1COc2ccccc2O1 (stereo not given),3%,14%,-21%,-11%,1%,20%,-6%,21%,u
Cc1ccc(S(=O)(=O)Cc2ccc(C(=O)N3CCCC3)o2)cc1,22%,-3%,-1%,-8%,-12%,3%,-8%,u,-13%
CCOc1cc(C2NC(=O)NC(C)=C2C(=O)OCc2ccccc2)ccc1O (stereo not given),-11%,-6%,-2%,-2%,0%,2%,12%,-7%,16%

# The list continues:
SMILES,TDP43 rescue,SW480 rereplic,KB-V1 cytotox,KB-3-1 cytotox,HT1080-NT tox,GLP-1R agonist,HT1080 IDH1KD tx,GLP1R cytotox,GLP-1R inv ag
Cc1ccc(CC(=O)Nc2ccccc2-c2ccccc2)cc1C,19%,3%,21µM*,-11%,12%,8%,15%,32%[activator],0%
C#CCSc1nc2[nH]ncc2c(=O)[nH]1,-18%,0%,3%,0%,-1%,4%,9%,10%,17%
COc1ccccc1N1CCN(C(=O)C2CC=CCC2C(=O)O)CC1 (stereo not given),-2%,3%,26%,6%,6%,-12%,9%,-10%,3%
O=C(Nc1cccnc1N1CCOCC1)c1cccs1,13%,-23%,13%,5%,8%,2%,5%,-3%,8%
CCOC(=O)C1CCCN(C(c2ccccn2)c2c(C)[nH]c3ccccc23)C1 (stereo not given),-23%,26%,7%,4%,-6%,3%,16%,0%,4%
Cc1ccc(-c2csc(NC(=S)NC(=O)/C=C/c3ccco3)n2)cc1,-14%,29%,3.3µM*,5.8µM*,7.1µM*,-14%,7.9µM*,u,0%
COc1ccc(-n2cc(-c3ccccc3)[nH]c2=S)c(OC)c1,5%,18µM*,-2%,16µM*,u,6%,u,u,-26%
Cc1ccc2cccc(NC(=O)c3ccc(-c4ccc(Br)cc4)o3)c2n1,3%,x,u,0%,x,x,x,2%,8%
CC(=O)N1CCc2cc(S(=O)(=O)CCC(=O)Nc3ccc4c(c3)OCCO4)ccc21,4%,-5%,22%,6%,13%,-9%,2%,-11%,u
Cc1ccc(NC(=O)c2cccc(C(=O)OC(C)C)n2)c(Br)c1,22%,-13%,0%,5%,11%,-1%,10%,28%,28%
O=C(NCc1ccccc1)Nc1cccn(Cc2ccccc2Cl)c1=O,17%,u,0%,-23%,-14%,-5%,-12%,-18%,u
CSCC[C@H](NC(=O)N1CCn2c1nc1ccccc12)C(=O)NC1CCCCC1,-3%,5%,8%,9%,-15%,5%,-10%,4%,u
CC(=O)c1ccc(NC(=O)COC(=O)c2ccccc2N=Nc2ccc(N(C)C)cc2)cc1,-9%,9%,u,12%,-1%,7%,-2%,10µM*,43%[activator]
Cc1ccc(C)c(SCc2noc(C(=O)NCC3CCCO3)c2C(=O)O)c1 (stereo not given),9%,u,11%,0%,4%,-4%,2%,5%,21%
Cn1c(=O)c(C(=O)CN2CCOCC2)c(N)n(Cc2ccccc2)c1=O,-10%,2%,17%,12%,1%,5%,6%,0%,-10%
COc1cccc(CNC(=O)c2cc(C)nc3c2c(C)nn3-c2ccc(C)cc2)c1,0%[9.22 µM],x,15%,0%,x,x,x,-3%,-8%
CCOc1ccc(N2CC(c3nc(-c4cc(OC)c(OC)c(OC)c4)no3)CC2=O)cc1 (stereo not given),23%,x,3%,7%,x,x,x,-12%,12%
